From PubChem BioAssay
NR3A LBD binder = NR3A (human) ligand-binding domain modulation; Tm shift relative to glycine control, % at 25 µM; actives 2.5% (n = 340,000); NR3A LBD differential scanning fluorimetry, Tm shift; 0% = protein alone, 100% = glycine-bound protein;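 active means melting temperature shift of at least 10% of the positive control shift, at one fixed dose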
PfGluPho inh = PfG6PD (Plasmodium falciparum) enzyme inhibition; PfGluPho enzyme, NADPH resazurin-diaphorase fluorescence; inhibition, % at 20 µM; actives 0.78% (n = 350,000);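 active means inhibition reaching at least a set limit at 20 µM in the primary screen, cut at about 59% in these data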;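 further: 0% = DMSO wells with substrate and 100% = DMSO wells lacking glucose-6-phosphate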
SENP8 block = inhibitors of human SENP8 protease; Q96LD8; recombinant SENP8, Nedd8 substrate fluorescence; inhibition, % at 20 µM; actives 0.64% (n = 360,000); AID 602440; in the data active means inhibition mostly above about 40%, no sharp cut-off; inactive means mostly below about 27%
ATG4B inhibitor = inhibitors of human ATG4B cysteine protease | Q9Y4P1 | actives 0.51% (n = 340,000) | ATG4B cleavage of LC3-PLA2, NBD-HPC fluorescence, 1 h | AID 504462 | inhibition, % at 8.33 µM; in the data active means inhibition above about 40%
Target sequence (Q9Y4P1 whole entry, looked up): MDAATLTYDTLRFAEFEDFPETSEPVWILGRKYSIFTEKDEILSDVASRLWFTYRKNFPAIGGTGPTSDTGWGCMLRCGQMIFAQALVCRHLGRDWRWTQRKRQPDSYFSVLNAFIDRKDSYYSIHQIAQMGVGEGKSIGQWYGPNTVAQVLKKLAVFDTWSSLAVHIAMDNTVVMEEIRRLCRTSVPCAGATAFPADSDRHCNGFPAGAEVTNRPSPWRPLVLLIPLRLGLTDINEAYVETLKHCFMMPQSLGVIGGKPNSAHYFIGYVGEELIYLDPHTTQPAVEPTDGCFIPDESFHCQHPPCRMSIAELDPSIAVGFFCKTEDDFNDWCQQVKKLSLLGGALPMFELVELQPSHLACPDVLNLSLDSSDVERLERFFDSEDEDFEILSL
SENP1 inh = SENP1 (human) catalytic domain inhibition. Q9P0U3. recombinant SENP1 catalytic domain, CyPet-SUMO1-YPet FRET cleavage. inhibition, % at 10 µM. actives 0.21% (n = 360,000). AID 624204;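 active means inhibition at least 30% at 10 µM, raw YFP signal under a set limit, fluorescence ratio 0.5 to 1.5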;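 further: 0% = enzyme with DMSO and 100% = no enzyme wells; some results filed as inactive read as strong as hits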
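system = hSENP1 catalytic domain, recombinant | reagent = SFCypet-SUMO1-SFYpet substrate at 25 nM | doses = one dose per compound, 10 µM, 0.5% DMSO | incubation = enzyme reaction for 50 min at room temperature, dark | measured by = FRET, CFP and YFP emission | controls = no-enzyme low, enzyme-DMSO high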
SENP6 inh = blocks the human protease SENP6; Recombinant SENP6 catalytic domain, aminoluciferin luminescence; actives 1.8% (n = 330,000); inhibition, % at 10 µM;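 active means inhibition above about 50% at the single tested dose, limit read from the data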;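 further: plate controls were DMSO wells with enzyme for no effect and DMSO wells lacking enzyme for full effect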
MPTP inh = permeability transition pore inhibition; isolated mouse mitochondria, Ca2+ swelling absorbance, 30 min; AID 602449; inhibition, % at 10 µM; actives 1.4% (n = 360,000);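 active means inhibition of 50% or more, scaled per plate between neutral and stimulator controls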;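 further: 0% = DMSO wells given calcium and 100% = 1 mM EGTA wells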
hIAP activ = human IAP activation; P09923; activation factor at 10 µM; purified human IAP, CDP-Star luminescence, 30 min; active compounds read high; 1 = vehicle-only enzyme, 0 = enzyme-free background; actives 0.16% (n = 330,000); AID 2524;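 active means activation factor of the enzyme at least 2-fold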; further: the source names both 10 and 20 µM as test concentration; values of inactives mirror those of a sister screen read the other way
Target sequence (P09923 whole entry, looked up): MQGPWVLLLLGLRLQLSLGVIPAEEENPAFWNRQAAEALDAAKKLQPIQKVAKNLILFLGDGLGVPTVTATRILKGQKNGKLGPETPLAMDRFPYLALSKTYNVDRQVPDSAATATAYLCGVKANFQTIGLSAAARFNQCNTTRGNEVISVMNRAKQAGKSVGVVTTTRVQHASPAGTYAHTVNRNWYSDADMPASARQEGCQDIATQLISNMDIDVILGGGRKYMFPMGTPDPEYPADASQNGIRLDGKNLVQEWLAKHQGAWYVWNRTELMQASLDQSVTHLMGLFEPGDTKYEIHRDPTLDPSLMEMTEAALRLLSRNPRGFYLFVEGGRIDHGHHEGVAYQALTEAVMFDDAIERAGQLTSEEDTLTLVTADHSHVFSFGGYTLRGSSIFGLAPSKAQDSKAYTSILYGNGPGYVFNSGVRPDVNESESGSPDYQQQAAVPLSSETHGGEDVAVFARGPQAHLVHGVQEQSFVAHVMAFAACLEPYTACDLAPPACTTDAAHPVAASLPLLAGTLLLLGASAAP
Starred values were filed as active, the others as inactive; . = not tested or not shown.

SMILES	NR3A LBD binder	PfGluPho inh	SENP8 block	ATG4B inhibitor	SENP1 inh	SENP6 inh	MPTP inh	hIAP activ
S=c1[nH]nc(-c2ccc3ccccc3n2)n1-c1ccc(Cl)cc1	-16	36	-84	14	-3	1	1.1	1.1
CC(C)c1[nH]c(=O)c(C#N)c2c1CSC(C)(C)C2	2	12	-395	1	-47	-8	-0.4	0.88
CCOc1ccc(/C(CCC(=O)O)=N/NC(=O)c2cccc(S(=O)(=O)Nc3ccccc3OC)c2)cc1	-2	-4	1	-1	-4	-6	-1.5	1.1
CCCCCCC1CC(=O)NC(=O)N1 (stereo not drawn)	14*	4	0	1	1	-17	0.7	1
CN(C)S(=O)(=O)c1ccc(C(=O)Nc2ccc(Cl)cc2)cc1	-2	8	3	0	1	-6	-0.4	1
Cc1cc(C)n2nc(C(=O)OCC(=O)N(C)CC(=O)Nc3ccc(F)cc3)nc2n1	-3	9	3	2	1	5	-0.6	1
Cc1cccc(C)c1NC(=O)CN(C)C(=O)c1cc(S(=O)(=O)N(C)C)ccc1N1CCCC1	2	-11	6	0	0	-17	0.5	1.2
Cc1ccc(C(C(=O)NCc2ccc(F)cc2)N(C(=O)c2csnn2)C2CC2)cc1 (stereo not drawn)	-2	18	3	1	3	-12	-1.8	0.92
CCS(=O)(=O)c1ccc(O)c(NC(=O)/C=C/c2ccc(Cl)cc2)c1	-26	-14	21	-4	6	-9	22	1.2
CCC(C)NS(=O)(=O)c1ccc(NC(=O)CCC2CCCCC2)cc1 (stereo not drawn)	-15	0	6	15	-1	4	11	1.2
Cn1cccc1CC(=O)N/N=C/c1ccc(Cl)cc1	2	-4	32	19	3	-2	1.4	0.88
COc1ccc(CN(C)C(c2ccccc2)c2nnnn2-c2ccccc2C)c(OC)c1C (stereo not drawn)	15*	-2	27	-1	0	-14	-2.5	1.2
COc1ccccc1CNC(=O)C1CC(=O)N(C2CCCC2)C1 (stereo not drawn)	2	20	6	-8	1	-2	0.2	1.1
O=C(NCC1CCCO1)C(=O)NCC(c1ccco1)N1CCN(c2ccccc2)CC1 (stereo not drawn)	4	-1	18	-9	1	5	1.4	0.89
COc1ccc(OC(C)C(=O)N2CCN(c3ccccn3)CC2)cc1 (stereo not drawn)	-1	-8	-12	-8	3	19	0.1	0.88

Structures from the list above that have an aryl methoxy group:
SMILES	NR3A LBD binder	PfGluPho inh	SENP8 block	ATG4B inhibitor	SENP1 inh	SENP6 inh	MPTP inh	hIAP activ
CCOc1ccc(/C(CCC(=O)O)=N/NC(=O)c2cccc(S(=O)(=O)Nc3ccccc3OC)c2)cc1	-2	-4	1	-1	-4	-6	-1.5	1.1
COc1ccc(CN(C)C(c2ccccc2)c2nnnn2-c2ccccc2C)c(OC)c1C (stereo not drawn)	15*	-2	27	-1	0	-14	-2.5	1.2
COc1ccccc1CNC(=O)C1CC(=O)N(C2CCCC2)C1 (stereo not drawn)	2	20	6	-8	1	-2	0.2	1.1
COc1ccc(OC(C)C(=O)N2CCN(c3ccccn3)CC2)cc1 (stereo not drawn)	-1	-8	-12	-8	3	19	0.1	0.88

Continued.
SMILES	NR3A LBD binder	PfGluPho inh	SENP8 block	ATG4B inhibitor	SENP1 inh	SENP6 inh	MPTP inh	hIAP activ
CC1CCCCN1C(=O)c1cc2ccccc2cc1O (stereo not drawn)	-1	-3	-22	2	4	-6	-0.3	1.2
Cn1nc(C(=O)NCc2ccccc2)c2ccccc2c1=O	-2	-18	15	-13	4	-9	4.6	1.1
CCOc1cc(Br)c(Br)c(C=Nc2ccc(NC(C)=O)cc2)c1O	-5	2	18	66*	41*	-11	-0.3	0.93
COc1ccc(-c2cc(N)n(CCC#N)n2)c(OC)c1	2	-2	16	-12	0	-2	2.9	1.1
CC1CCCC(NC(=O)COC(=O)c2cccc(S(=O)(=O)N3CCCCC3)c2)C1C (stereo not drawn)	2	-2	10	-23	-2	-1	0.5	1.2
CCCCCCCc1c(C#N)c(N)[nH]c(=S)c1C#N	8	19	.	19	.	0	.	0.92
CCN(CC)S(=O)(=O)c1ccc(NC(=O)c2ccc(OCC3CCCO3)cc2)cc1 (stereo not drawn)	0	3	22	-6	0	-4	0.4	0.98
N=c1n(CCCOc2ccc(F)cc2)c2ccccc2n1CC(N)=O	1	-8	12	0	0	5	1.1	1.1
COc1ccc(NC(=O)CN2C(=O)/C(=C3\SC(=S)N(CCC(=O)O)C3=O)c3ccccc32)cc1	-1	-8	12	0	5	0	1.9	1.1
CCCn1nc(C(=O)NNC(=O)CSC(C)C(=O)Nc2cc(C)on2)c2ccccc2c1=O (stereo not drawn)	-1	-4	12	1	2	5	0.1	1.6
CCN(CC)c1ccc(/C=C/c2cc(-c3ccccc3)c3ccccc3n2)cc1	0	6	-288	6	-26	.	1.2	.
Cc1c(N)cc[n+](CC(=O)c2ccccc2)c1C	1	-20	18	1	-2	-3	-0.8	0.86
Cc1oc2nc(SCC(=O)NCCCO)nc(N)c2c1C	0	-11	0	11	1	5	7.0	0.88
CC(C(=O)Nc1ccc(O)cc1)c1cccc(C(=O)c2ccccc2)c1 (stereo not drawn)	-10	13	4	-13	1	1	4.3	1
O=C(NCc1ccco1)c1ccc(COc2cccc3ccccc23)cc1	0	12	14	12	-5	27	3.2	1.1
Brc1ccccc1/C=N/Nc1ccccn1	1	-7	3	3	44*	-27	0.1	0.95
COc1ccc(COC(=O)CCN=C2NS(=O)(=O)c3ccccc32)cc1F	2	6	11	-4	-1	-9	0.1	1.1
COc1ccc([C@H](C)NC[C@H](O)c2ccc(O)c(NC=O)c2)cc1	2	13	11	-5	-2	-4	-0.4	0.94
COc1cc(OC)c(NC(=O)Cc2ccc(OC)c(S(=O)(=O)N3CCOCC3)c2)cc1Cl	0	-7	5	12	2	-15	1.9	1
O/N=C(/Cc1ccccn1)c1ccccc1	3	-26	22	6	0	2	-0.5	0.87
CCc1nc(N)nc2c1C(=O)CC(C)(C)C2	-2	-3	21	-4	4	-1	0.2	1.1
O=C(OCc1nc2ccccc2s1)c1ccccc1O	1	-6	3	-2	0	92*	-0.2	0.93
COc1cccc(/C=C/C(=O)N2CCN(c3n[nH]c(=O)[nH]c3=O)CC2)c1OC	0	14	-14	-1	2	-14	1.2	1.1
Cc1ccccc1-c1nc(S(=O)(=O)c2ccc(Br)cc2)c(NCc2cccnc2)o1	-9	9	-11	2	4	3	-3.9	0.83
COc1ccc(C)cc1-n1nc2ccccc2n1	-2	0	-346	-2	1	5	1.0	0.87
O=C(NC(=S)Nc1ccccc1N1CCOCC1)c1cccs1	-1	6	8	11	0	-16	-0.5	0.94
CCOc1ccccc1NC(=O)c1ccccc1-c1ccccc1	0	3	4	1	-2	1	-0.4	1.1
Cc1nc(NC(=O)CN2CCN(c3cccc(Cl)c3)CC2)sc1C(=O)N(C)C	3	-6	8	-1	2	-1	0.9	1
COc1ccccc1CNC(=O)CCCNS(=O)(=O)c1cccc2nsnc12	3	-6	20	-11	2	6	-0.6	1
CCN1CCN(C(=S)Nc2ccc(Cl)c(Cl)c2)CC1	2	6	-25	-5	2	5	1.4	0.91
COc1ccc(NC(=O)Nc2cccc(Cl)c2Cl)c(OC)n1	-14	17	17	0	0	-6	22	0.81
COc1ccc(C(=O)NC(Cn2ccnc2)C(C)(C)C)cc1OC1CCN(C(C)C)CC1 (stereo not drawn)	0	-5	4	12	-7	-9	0.4	1.3
CN(C(=O)COC(=O)C1CCN(S(=O)(=O)c2ccc(Cl)cc2)CC1)C1CCS(=O)(=O)C1 (stereo not drawn)	-6	-13	14	-3	0	-2	-0.3	1.1
CCC(C)N(C(=O)COC(=O)c1cc([N+](=O)[O-])ccc1N1CCOCC1)C1CCS(=O)(=O)C1 (stereo not drawn)	2	3	19	-16	1	-1	-0.4	1.1
N/C(=N\OC(=O)c1cccc(Cl)c1)c1cccnc1	-11	-3	16	-5	-1	46	-3.1	0.94
CC(=O)Nc1c(C(=O)O)[nH]c2ccccc12	2	-11	1	-4	2	5	-3.3	1.1
O=C(Nc1scc(-c2ccc(F)cc2)c1C(=O)O)c1ccco1	5	-7	-114	7	-1	86*	-3.6	0.79
Cc1ccc([N+](=O)[O-])cc1NC(=O)CN(C)CCOc1ccccc1	2	2	15	-15	2	-18	0.0	0.85
O=C(CSc1nc(O)cc(=O)n1-c1ccccc1)c1ccc(Br)cc1	-2	-4	9	-12	-4	0	0.3	0.89
CC(OC(=O)CC1CCCC1)C(=O)Nc1ccc(S(N)(=O)=O)cc1 (stereo not drawn)	2	4	14	-6	3	5	-1.2	1.1
O=C(c1cccc(S(=O)(=O)N2CCOCC2)c1)N1CCOCC1	-1	2	13	-6	1	-9	-0.2	0.9
CCN(Cc1ccccc1)C(=O)c1c[nH]c2ccc(S(=O)(=O)N(C)CCC#N)cc2c1=O	-6	0	-259	-6	-8	-7	-2.6	1
CC(C)NC(=O)c1ccc2c3n(nc2c1)-c1ccc(Cl)cc1CO3	3	6	-46	-9	-2	24	-1.4	1
C/C(Cn1nnc([N+](=O)[O-])n1)=N\NC(=O)c1ccccc1O	1	67*	-5	4	-2	12	1.2	1
CC1(C)Cc2c(C#N)c(SCC(=O)c3ccccc3)nc(N3CCOCC3)c2CO1	0	52	-8	6	-8	10	-2.2	0.93

Compounds above that have a nitro group on carbon (3):
SMILES	NR3A LBD binder	PfGluPho inh	SENP8 block	ATG4B inhibitor	SENP1 inh	SENP6 inh	MPTP inh	hIAP activ
CCC(C)N(C(=O)COC(=O)c1cc([N+](=O)[O-])ccc1N1CCOCC1)C1CCS(=O)(=O)C1 (stereo not drawn)	2	3	19	-16	1	-1	-0.4	1.1
Cc1ccc([N+](=O)[O-])cc1NC(=O)CN(C)CCOc1ccccc1	2	2	15	-15	2	-18	0.0	0.85
C/C(Cn1nnc([N+](=O)[O-])n1)=N\NC(=O)c1ccccc1O	1	67*	-5	4	-2	12	1.2	1

New compounds follow
SMILES	NR3A LBD binder	PfGluPho inh	SENP8 block	ATG4B inhibitor	SENP1 inh	SENP6 inh	MPTP inh	hIAP activ
CC(=O)N1CC=CC1(CC(C)C)C(=O)NCCN1CCOCC1 (stereo not drawn)	-1	-3	2	1	-1	-6	-0.3	0.74
CC1CCCC(NC(=O)COC(=O)c2ccc(N(C)C)cc2)C1C (stereo not drawn)	1	1	-7	-13	0	2	2.4	0.96
COc1ccc(-c2[nH]ncc2/C=N/NC(=O)c2ccc(Br)cc2)c(OC)c1	3	21	-62	-17	0	-11	1.3	1.4
C[C@H](NC(=O)NC1CCCc2ccccc21)C(=O)O (stereo partly drawn)	0	-4	18	4	-1	-20	-1.9	1
COc1cc(/C=N/NC(=O)c2sc(N)c(C#N)c2C)ccc1O	15*	15	-467	-12	-5	-10	5.0	1
CCCC[n+]1ccn(-c2nc3c([N+](=O)[O-])cccc3n2C)c1	-2	2	14	-3	2	-20	-0.4	1.3
Cc1cc(C)n(C(=O)CNC(=O)c2cccc(Cl)c2)n1	1	-23	28	0	1	-31	-1.0	0.85

Part of the list above, with bars between the fields.
structure | NR3A LBD binder | PfGluPho inh | SENP8 block | ATG4B inhibitor | SENP1 inh | SENP6 inh | MPTP inh | hIAP activ
CCCC[n+]1ccn(-c2nc3c([N+](=O)[O-])cccc3n2C)c1 | -2 | 2 | 14 | -3 | 2 | -20 | -0.4 | 1.3
Cc1cc(C)n(C(=O)CNC(=O)c2cccc(Cl)c2)n1 | 1 | -23 | 28 | 0 | 1 | -31 | -1.0 | 0.85
